# tuberculosis growth: growth inhibition of non-replicating M. tuberculosis (AID 488890). one-dose inhibition, % at 25 µM; IC50 in µM for titrated hits. 320,000 compounds, 0.39% hits. Mycobacterium tuberculosis non-replicating, growth inhibition; higher % means a stronger effect; in the data active = a potency from the dose series; inconclusive = inhibition mostly from about 82% at the one dose, without a potency; inactive = the rest, 99 in 100 with inhibition below about 76%;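 note: plate controls were DMSO cells for no effect and high antibiotic wells for full effect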
# H37Rv inhibition: M. tuberculosis growth inhibition, HTS (AID 449762); M. tuberculosis H37Rv growth inhibition, 7H9 media; higher % means a stronger effect; inhibition, % at 25 µM; hits with a dose series show IC50 in µM; 330,000 compounds, 0.59% hits; in the data active = a potency from the dose series; inconclusive = inhibition above about 70% without an active follow-up result;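 note: bacterial growth assessed after seven days of incubation; strong numbers were not always called active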
# VEEV TC-83 Vero: inhibitors of VEEV TC-83 cytopathic effect, confirmation, Vero cells (AID 588727). Vero cells, VEEV TC-83 cytopathic effect inhibition; higher % means a stronger effect. one-dose inhibition, % at 20 µM; IC50 in µM for titrated hits. 350,000 compounds, 0.13% hits; in the data active = a potency from the dose series; inconclusive = inhibition mostly from about 14% at the one dose, without a potency; inactive = the rest, 99 in 100 with inhibition below about 12%; note: strong numbers were not always called active
# PhoP GFP inhibition: Inhibition of PhoP regulon, Salmonella typhi GFP reporter cells, confirmation, 4 h (AID 1850) | Salmonella Typhi PhoP-promoter GFP reporter, fluorescence, 4 h; higher % means a stronger effect | one-dose inhibition, % at 50 µM; IC50 in µM for titrated hits | 310,000 compounds, 0.33% hits; in the data active = a potency from the dose series; inconclusive = inhibition mostly from about 25% at the one dose, without a potency; inactive = the rest, 99 in 100 with inhibition below about 19%;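 note: 0% = induced wells with vehicle and 100% = uninduced wells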
# H1N1 NS1A inhibition: H1N1 influenza NS1A inhibitors, functional cell based assay (AID 504329); NS1A functional cell-based assay, percent inhibition; higher % means a stronger effect; inhibition, % at 12.5 µM, or IC50 in µM where a hit was titrated; 340,000 compounds, 0.3% hits; in the data active = a potency from the dose series; inconclusive = inhibition above about 27% without an active follow-up result; note: strong numbers were not always called active
# VEEV TC-83 Vero 10K pilot screen: recorded beside VEEV TC-83 Vero, whose call it bears; inhibition, %; measured here: 10K pilot screen inhibition
# Starred values were filed as active, the others as inactive; i = inactive; ? = inconclusive; / = no result given.
SMILES,tuberculosis growth,H37Rv inhibition,VEEV TC-83 Vero,PhoP GFP inhibition,H1N1 NS1A inhibition,others
C[C@@H]1CN([C@@H](C)CO)C(=O)c2cc(NC(=O)CCC(F)(F)F)ccc2O[C@H]1CN(C)S(=O)(=O)c1ccc(Cl)cc1,33%,-6%,2.0%,/,-3%,
COc1ccc(S(=O)(=O)N(C)CC(=O)NCc2cccnc2)cc1C,-19%,-8%,i,6%,-11%,
Cc1nn(CCCC(=O)NCCc2ccccc2)c(=O)c2nn(-c3ccccc3)c(C)c12,-7%,1%,i,7%,4%,
CCOC(=O)c1c(C)[nH]c(C)c1C(=O)COc1ncnc2cc([N+](=O)[O-])ccc12,48%,-4%,9.2%,7%,13%,
O=C(NNC(=O)c1cccs1)c1ccc(Cl)c(S(=O)(=O)N2CCCC2)c1,-6%,-2%,i,/,1%,
Cc1c(C(=O)O)c(=O)n(-c2ccccc2)n1-c1ccccc1,10%,-1%,4.3%,-4%,7%,
COc1ccc(OC)c(/C=N/Nc2cc(C)nc(N3CCOCC3)n2)c1,/,4%,8.9%,-3%,/,
COc1cccc(-c2nc(CS(=O)(=O)CC(=O)NCCCN3CCOCC3)c(C)o2)c1,-9%,0%,2.9%,2%,-2%,
COc1ccc(CN(C)C(=O)C(Cc2ccccc2)NC(=O)c2ccccc2)cc1F (centres undefined),/,/,7.6%,/,-1%,
Cn1c(N)c(C(=O)COC(=O)c2ccc3c(c2)C(=O)N(c2ccc(Cl)cc2)C3=O)c(=O)n(C)c1=O,-11%,-7%,0.1%,-8%,-4%,
CCOCCc1nnc(NC(=O)C2CC(=O)N(c3ccc(OCC)cc3)C2)s1 (centres undefined),5%,-3%,0.4%,-1%,-2%,
CCOc1ccc(N(CC(=O)N2CCOCC2)S(=O)(=O)c2ccc(SC)cc2)cc1,-2%,0%,i,7%,4%,
CCOC(=O)CCC(=O)Nc1ccc(S(=O)(=O)N2CCCC2)cc1,-9%,3%,1.0%,-6%,18%,
Cc1[nH]c(=O)nc(NN=Cc2ccc(Cl)cc2)c1C(=O)Nc1ccc(Cl)cc1,/,/,i,/,-2%,
O=C1CCc2cc(S(=O)(=O)N3CCC(C(=O)NC4CCCCCCC4)CC3)ccc2N1,17%,-1%,0.1%,5%,-6%,
CC(=O)Nc1ccc(NC(=O)C(C)OC(=O)C2CCN(S(=O)(=O)c3cccs3)CC2)cc1 (centres undefined),-4%,-5%,0.2%,16%,-1%,
CCOc1ccccc1-c1nc(CN2CCC(C(=O)N3CCOCC3)CC2)c(C)o1,-9%,4%,3.2%,-1%,-8%,
COCCCNC(=O)c1ccc2c(c1)ncn2-c1ccc(C)cc1C,/,-5%,0.2%,-8%,3%,
CC(=O)CCc1c[nH]c2c(C(=O)O)cccc12,-4%,5%,0.3%,-2%,-3%,
Nc1ccccc1NC1CCCCC1,/,/,0.8%,/,65µM*,
CC1=C(C(=O)Nc2ccccc2F)C(c2cccs2)C2=C(CCCC2=O)N1 (centres undefined),17%,-3%,i,-3%,-7%,
CN(C(=O)CSc1nnnn1-c1ccc(O)cc1)C1CCS(=O)(=O)C1 (centres undefined),-12%,1%,0.9%,7%,-6%,
Cc1cc2cc(C=O)c(Cl)nc2cc1C,2%,-16%,1.3%,-1%,-7%,
OCc1nc2ccccc2n1C/C=C/c1ccccc1,34%,-1%,2.4%,-4%,2%,
C=CCn1c(SCC(=O)NC(C)(C)C)nnc1-c1ccccc1O,-16%,4%,0.2%,2%,7%,
COC(=O)c1[nH]c2cc(OC)ccc2c1NC(=O)c1nonc1C,6%,3%,1.1%,3%,-4%,
O=C(Nc1ccc(Cl)cc1)Nc1ccc(C(=O)N2CCOCC2)cc1,2%,-10%,1.6%,6%,-25%,
Cc1c(NC(=O)C23CC4CC(CC(Br)(C4)C2)C3)c(=O)n(-c2ccccc2)n1C,-11%,3%,0.2%,9%,-2%,
CCN(CCC#N)c1ccc(N2C(=O)CCCC2=O)cc1[N+](=O)[O-],-11%,1%,i,8%,-9%,
C[N+](C)(C)CCCCCCCCCC[N+](C)(C)C,-17%,1%,1.6%,9%,-8%,
Cc1cc(C)nc(SCC(=O)N/N=C/C=C/c2ccccc2)n1,0%,-4%,0.3%,-6%,-8%,
CC1(C)CC(=O)C(C(C2=C(O)CC(C)(C)CC2=O)c2cccc(O)c2)C(=O)C1 (centres undefined),?,1%,i,14%,-5%,
CC(=O)N1C(C(=O)O)Cc2c([nH]c3ccccc23)C1(C)C (centres undefined),-8%,-4%,i,-6%,19%,
COc1cccc(C2=NN(C(=O)c3ccco3)C(c3ccco3)C2)c1 (centres undefined),2%,-2%,7.6%,-8%,-1%,
Nc1nc2c(F)c(F)c(F)cc2s1,-2%,-3%,1.5%,6%,-1%,
Cc1cccc(/C(N)=N/OC(=O)N2CCOCC2)c1,7%,-2%,i,26%,8%,
CC(=O)NCCC(=O)N1CCCC(C(=O)c2ccc3c4c(cccc24)CC3)C1 (centres undefined),15%,13%,3.3%,5%,16%,
COc1cccc(N2CCN(c3ccc4nnc(CCC(=O)Nc5cccc(C(C)=O)c5)n4n3)CC2)c1,-2%,8%,0.5%,-6%,-9%,
O=C(Oc1ccc2c3c(c(=O)oc2c1)CCC3)c1ccccc1[N+](=O)[O-],-6%,3%,/,1%,/,
O=C1C2C3C=CC(O3)C2C(=O)N1Cc1ccncc1 (centres undefined),/,/,?,/,-2%,
CC/C(=N\NC(N)=O)c1ccc(OC)c(OC)c1,-4%,-1%,i,5%,/,
O=C(CN1C(=O)NC2(CCCC2)C1=O)OCCOc1ccc(Cl)cc1Cl,4%,11%,1.8%,-2%,-6%,
COc1ccc(NCc2ccc([N+](=O)[O-])s2)cc1,?,64%,1.1%,12%,10%,
Cc1ccc(O)c(NC(=S)NC(=O)COc2ccc(Br)cc2)c1,-13%,-6%,8.0%,-2%,-6%,
O=C(Nc1ccccc1N1CCN(C(=O)c2ccccc2)CC1)c1ccc(Br)o1,13%,-2%,10%,-14%,-4%,
COc1cc(-c2cc(C(=O)NN3CCN(C)CC3)c3ccccc3n2)cc(OC)c1OC,14%,7%,/,3%,/,
CC1CCCCC1NC(=O)CCCn1c(=S)[nH]c2ccccc2c1=O (centres undefined),-6%,-4%,0.9%,-10%,9%,
CC(CC(=O)O)CC(=O)NNC(=O)c1cccc(Br)c1 (centres undefined),-2%,-6%,1.1%,4%,-4%,VEEV TC-83 Vero 10K pilot screen=0.9
NS(=O)(=O)c1ccc(N2CCOCC2)c(C(=O)NCc2ccc3c(c2)OCO3)c1,/,/,3.3%,/,-2%,
Cc1c(C(=O)N/N=C/C(C)C)[nH]c2c([N+](=O)[O-])cccc12,-2%,-1%,i,-4%,-6%,
CN(C)S(=O)(=O)c1ccc(Cl)c(NC(=O)COC(=O)CCC(=O)c2cccs2)c1,7%,-2%,1.2%,4%,14%,
CCN1C(=O)CSC1=Nc1ccc(OC)cc1,15%,-7%,0.0%,-7%,-1%,
O=C(CCCCn1c(=O)[nH]c2ccccc2c1=O)NCc1ccc2c(c1)OCO2,-8%,-3%,8.0%,1%,9%,
CCC(C)c1ccc(NC(=O)Nc2cccnc2)cc1 (centres undefined),70%,8%,7.8%,-9%,16%,
COc1ccc(CN2CC(=O)N(c3ccccc3C)C2=S)cc1OC,31%,46%,1.9%,5%,-4%,
Cc1ccc2nc(C(F)(F)F)c(C#N)c(N)c2c1,3%,0%,i,-13%,2%,
CC1CC(C)CN(C/C=C/c2ccccc2[N+](=O)[O-])C1 (centres undefined),4%,-5%,/,-8%,/,
O=C(COc1ccc(-c2ccccc2)cc1)N1CCN(S(=O)(=O)Cc2ccccc2)CC1,5%,-1%,3.9%,-3%,3%,
CCOC(=O)c1csc(NC(=O)CN2CCN(C)CC2)n1,-24%,-1%,i,4%,2%,
Cc1ccc(S(=O)(=O)Nc2nc(C)c(C(=O)NN)s2)cc1,-10%,1%,1.1%,12%,11%,

# (next part)
SMILES,tuberculosis growth,H37Rv inhibition,VEEV TC-83 Vero,PhoP GFP inhibition,H1N1 NS1A inhibition,others
Cn1c(NC(=O)c2ccccc2F)c(-c2cccs2)c(=O)c2ccccc21,1%,4%,i,-2%,-13%,
CN(CCCC(=O)NCc1ccc2c(c1)OCO2)S(=O)(=O)c1ccc([N+](=O)[O-])cc1,47%,-2%,4.3%,-4%,23%,
O=C(Nc1ccccc1)c1ccc(CSc2ccccn2)cc1,77%,3%,3.4%,-6%,11%,
COC(=O)c1c(NC(=O)COC(=O)c2ccccc2O)sc2c1CCCCC2,54%,4%,1.6%,-7%,1%,
COc1ccc(S(=O)(=O)N2CCCCC2)cc1NC(=S)Nc1ccccc1,66%,-5%,5.6%,-4%,4%,
Cc1ccc(NC(=O)COc2ncnc3ccccc23)cc1S(=O)(=O)N1CCOCC1,0%,4%,0.3%,-4%,2%,
Cc1ccc(S(=O)(=O)N2CCC(C(=O)N[C@@H](C)C(=O)NC3CCS(=O)(=O)C3)CC2)cc1 (some centres undefined),-6%,-4%,/,-15%,/,
Cc1ccc(S(=O)(=O)N(Cc2ccc(F)cc2)C(=O)N2CCN(C)CC2)cc1,-8%,-3%,0.8%,1%,-12%,
CC(=O)c1cccc(N(C(=O)c2ccco2)C(C(=O)NC2CCCCC2)c2ccc(C)o2)c1 (centres undefined),39%,-2%,0.2%,7%,-13%,
CCCOc1cccc(-c2nc3ccccc3c(=O)o2)c1,?,69%,0.6%,-7%,-18%,
COc1ccc(N=C2C(=Nc3ccc(OC)cc3)N(c3ccc(OC)cc3)C(=S)N2c2ccccc2)cc1,5%,3%,i,-4%,18%,
N#CC1=C(SCC(=O)c2ccccc2)NC2=C(C(=O)CCC2)C1c1ccco1 (centres undefined),/,1%,5.9%,-24%,1%,
Cc1[nH]c(=O)c(C#N)c2c1CCCC2,3%,-1%,3.5%,-9%,-4%,
O=C(c1ccc(Cl)c(Cl)c1)N(Cc1ccco1)c1ccc(O)cc1,12%,2%,5.2%,2%,-7%,
COc1ccc(CCNC(=O)COC(=O)c2ccc(S(=O)(=O)N3CCCC3)cc2)cc1OC,8%,2%,i,/,-15%,
Cc1c(C)c2cc3c4c(oc3c(C)c2oc1=O)CCCC4,2%,0%,0.6%,6%,-10%,
Cc1cc(C)cc(N2C(=O)NC(=O)/C(=C\c3cc(C)n(C)c3C)C2=O)c1,-1%,1%,0.1%,-18%,6%,
Clc1ccc(-c2nnc(CCc3ccccc3)o2)c(Cl)c1,57%,7%,1.3%,-3%,-10%,
COc1ccc(OC)c(S(=O)(=O)N2CCC(c3nc4ccccc4[nH]3)CC2)c1,14%,12%,2.9%,-3%,3%,
CCCCCN=C(N)N/N=C/c1c[nH]c2ccc(OC)cc12,?,?,i,38µM*,17%,
Cn1c2c(c(=O)n(C)c1=O)C(c1cccc(F)c1)C(C#N)=C(N)O2 (centres undefined),-12%,-6%,i,2%,10%,
O=C(/C=N/O)NCc1ccncc1,-2%,-4%,0.3%,4%,-3%,
O=S(=O)(Nc1ccc(-n2cnnn2)cc1)c1cccc(Cl)c1,/,/,1.1%,/,-4%,
CNc1nc(N/N=C/c2cc([N+](=O)[O-])ccc2F)nc(Nc2ccccc2)n1,/,/,1.1%,/,6%,

# Of the compounds above, 4 have a COOH group.
SMILES,tuberculosis growth,H37Rv inhibition,VEEV TC-83 Vero,PhoP GFP inhibition,H1N1 NS1A inhibition,others
Cc1c(C(=O)O)c(=O)n(-c2ccccc2)n1-c1ccccc1,10%,-1%,4.3%,-4%,7%,
CC(=O)CCc1c[nH]c2c(C(=O)O)cccc12,-4%,5%,0.3%,-2%,-3%,
CC(=O)N1C(C(=O)O)Cc2c([nH]c3ccccc23)C1(C)C (centres undefined),-8%,-4%,i,-6%,19%,
CC(CC(=O)O)CC(=O)NNC(=O)c1cccc(Br)c1 (centres undefined),-2%,-6%,1.1%,4%,-4%,VEEV TC-83 Vero 10K pilot screen=0.9

# Additional compounds.
SMILES,tuberculosis growth,H37Rv inhibition,VEEV TC-83 Vero,PhoP GFP inhibition,H1N1 NS1A inhibition,others
O=C(NCCOC(=O)Nc1cccc2ccccc12)OCc1ccccc1,/,/,1.6%,/,16%,
Cc1c(C(=O)NCCC2=CCCCC2)sc2ncnc(N3CCCCC3C)c12 (centres undefined),22%,31%,4.3%,-3%,7%,
COc1ccc([C@H]2CC(=O)C=C(c3ccc(F)nc3)C2)cc1OC,-4%,-2%,0.5%,/,-8%,
C#CCOCCOCCOCCNc1nc(N2CCN(C(=O)[C@H](CCC(=O)O)n3cc(C(N)CC(C)C)nn3)CC2)nc(N2CCN(C(=O)[C@H](CCC(=O)O)n3cc(C(N)CC(C)C)nn3)CC2)n1 (some centres undefined),2%,3%,1.0%,12%,1%,
